Screens (PubChem BioAssay)
Jurkat viability: cytotoxicity toward Jurkat T cells, primary screen, cytotoxicity control, cell-based, Jurkat E6.1, 60K MLSMR library. Jurkat E6.1 viability, ATP luminescence, 48 h. inhibition, % at 4 µM. 1.2% of 56,000 active. AID 463, 2006;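 active means inhibition above the mean inhibition of all tested compounds plus 3 SD, cut at about 28% in these data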
E coli RNAP: E. coli RNAP inhibitors, biochemical | DNA-directed RNA polymerase subunit beta (Escherichia coli (strain K12)), P0A8V2 | E. coli RNA polymerase, fluorescence transcription assay | inhibition, %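 (tested at 10 µM)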 | 0.2% of 62,000 active | AID 559, 2006; in the data active means inhibition above about 20%;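 further: 0% = enzyme without compound and 100% = no enzyme blank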
M1 agonist: M1 muscarinic receptor agonists, primary screen, CHO-M1 cells, Fluo-4 calcium, agonist mode. AID 626, 2007. Muscarinic acetylcholine receptor M1. B-score at 10 µM. 3% of 64,000 active. Fluo-4 calcium fluorescence; stronger effect = higher value;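 active means fluorescence rise, raw or as B-score row- and column-corrected plate score, outside the 99.7% band of its plate's samples, either direction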
HEK293 NFkB inh: inhibitors of PMA/ionomycin-induced NF-kB reporter, primary screen, antigen receptor NF-kB inhibitor project, cell-based, HEK-293 luciferase reporter, luminescence; 0.21% of 62,000 active; HEK-293 NF-kB luciferase reporter; inhibition, % at 3 µM;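 active means inhibition above the mean of all tested compounds plus 3 SD, cut at about 40% in these data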;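 further: 0% = stimulated DMSO wells and 100% = 10 µM reference inhibitor 5653914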
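Signal: luciferase luminescence; Material: HEK-293 cells with stable firefly luciferase reporter driven by four HIV NF-kB elements; Probe or stimulus: PMA with ionomycin; Replication: tested once; Times: 1 h compound pretreatment, then 16 h stimulation at 37 °C, 5% CO2; Benchmarks: DMSO and 10 µM reference inhibitor; Evaluation: per-plate % inhibition versus controls.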
M1 antagonist: antagonists of rat M1 muscarinic receptor | 3.4% of 64,000 active | CHO-M1 cells, Fluo-4 calcium, ACh EC80 antagonist mode; stronger effect = lower value | B-score at 10 µM;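 active means calcium fluorescence response, raw or row-and-column corrected B-score, differing from the plate sample mean either way at a set confidence level, mostly lower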
Target sequence (P08482 whole entry, looked up): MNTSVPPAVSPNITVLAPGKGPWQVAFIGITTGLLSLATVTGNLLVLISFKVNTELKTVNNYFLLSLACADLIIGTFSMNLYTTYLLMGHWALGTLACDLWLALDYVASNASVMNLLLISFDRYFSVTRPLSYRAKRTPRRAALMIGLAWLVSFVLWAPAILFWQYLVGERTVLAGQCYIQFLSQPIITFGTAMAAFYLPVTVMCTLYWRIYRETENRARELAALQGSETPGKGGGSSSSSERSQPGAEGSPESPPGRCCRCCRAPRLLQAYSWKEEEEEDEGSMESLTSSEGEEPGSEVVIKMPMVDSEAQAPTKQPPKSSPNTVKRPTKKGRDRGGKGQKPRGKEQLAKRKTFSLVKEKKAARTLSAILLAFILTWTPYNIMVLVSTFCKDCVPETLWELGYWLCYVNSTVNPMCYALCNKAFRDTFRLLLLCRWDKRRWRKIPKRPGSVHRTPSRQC
TNAP act DEA: human TNAP enzyme activators, primary screen, biochemical, luminescent, intermediate phosphate acceptor level | Alkaline phosphatase, tissue-nonspecific isozyme (Homo sapiens), P05186 | 64,000 tested, under 10 active | activation factor at 20 µM | AID 813, 2007 | purified TNAP, CDP-star luminescence, 100 mM DEA, 30 min; stronger effect = higher value; scale: 0 levamisole-inhibited, 1 vehicle-only enzyme;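 active means activation factor of at least 2 at 20 µM, relative to controls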
Target sequence (P05186 whole entry, looked up): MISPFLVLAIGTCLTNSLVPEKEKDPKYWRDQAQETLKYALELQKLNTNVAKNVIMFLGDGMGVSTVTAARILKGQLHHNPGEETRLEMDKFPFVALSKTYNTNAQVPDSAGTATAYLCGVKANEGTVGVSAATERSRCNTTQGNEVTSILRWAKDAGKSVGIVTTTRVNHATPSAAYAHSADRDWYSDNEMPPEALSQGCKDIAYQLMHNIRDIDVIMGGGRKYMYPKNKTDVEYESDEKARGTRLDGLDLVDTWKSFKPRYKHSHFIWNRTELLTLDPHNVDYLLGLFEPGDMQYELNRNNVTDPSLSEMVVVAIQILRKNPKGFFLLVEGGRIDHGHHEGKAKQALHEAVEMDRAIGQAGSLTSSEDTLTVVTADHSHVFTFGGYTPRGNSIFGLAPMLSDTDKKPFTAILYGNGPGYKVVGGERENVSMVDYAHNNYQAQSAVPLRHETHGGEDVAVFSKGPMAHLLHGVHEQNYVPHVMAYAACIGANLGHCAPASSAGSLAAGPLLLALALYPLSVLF
S1P1 ag-PAM: S1P1 agonists and agonism potentiators, primary screen, cell-based, primary and confirmation screens, CRE-bla reporter; Sphingosine 1-phosphate receptor 1 (Homo sapiens), P21453; S1P1 CRE-bla cells, forskolin, beta-lactamase FRET, potentiator mode; S1P1 agonist co-added at EC20, 2 nM; 100% = saturating reference agonist, 0% = basal; activation, % at 9.5 µM; 0.57% of 56,000 active;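 active means activation above a cutoff set at the mean activation of all tested compounds plus 3 SD, cut at about 54% in these data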;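 further: forskolin at 4 µM as EC80 and the EC20 agonist is SEW2871; 100% = SEW2871 at its EC100 plus forskolin at EC80; some compounds past the cut are filed as inactive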
D1 mod: D1 CRE-luciferase signal change, two-sided – cell-based, HEK293 D1, dopamine EC30, D1 allosteric modulator project, primary screen. B-score at 10 µM. D(1A) dopamine receptor (Homo sapiens), P21728. dopamine EC30 potentiation; actives deviate in either direction. 5.9% of 58,000 active;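 active means luminescence count or its row- and column-corrected plate score outside the 99.7% band of the plate's sample wells, on either side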
S1P3 ag: human S1P3 receptor agonists, primary screen, cell-based, primary and confirmation, NFAT-BLA reporter | Sphingosine 1-phosphate receptor 3 (Homo sapiens), Q99500 | S1P3 NFAT-BLA reporter cells, agonism, FRET ratio; relative to 1 µM S1P, basal subtracted | activation, % at 4.5 µM | 0.1% of 60,000 active;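 active means activation above the screen-wide mean plus 3 SD, cut at about 4.5% in these data, passing the limit was not always enough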; further: some compounds called inactive have numbers as strong as hits
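Measure – % activation relative to 1 µM S1P (100%), per plate · System – stable CHO line with human S1P3, Gα16, NFAT-BLA reporter · Timing – cells plated overnight, compound 4 h 37 °C, substrate 2 h RT · Technique – fluorescent BLA substrate, ex 405 nm, em 460/535 nm ratio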
* marks the source's active call; other numbers are inactive results; nt = no result given.

SMILES | Jurkat viability | E coli RNAP | M1 agonist | HEK293 NFkB inh | M1 antagonist | TNAP act DEA | S1P1 ag-PAM | D1 mod | S1P3 ag
COc1ccc(N2CCN(CCCNC(=O)CN3CCN(Cc4ccccc4C)C3=O)CC2)cc1 | 5.8 | 2.3 | 1.36 | 16.0 | -1.44 | 0.9 | 10.2 | -0.907 | -0.4
CCC(Sc1nncn1C)C(=O)Nc1ccccc1OC (configuration not stated) | 5.2 | 0.1 | 1.14 | 15.1 | -0.2 | 0.9 | -17.9 | -0.203 | -0.6
CCCOc1ccc(/C(O)=C2/C(=O)C(=O)N(CCN(C)C)C2c2ccc(O)c(OC)c2)cc1 (configuration not stated) | -4.5 | 9.0 | -1.06 | -2.5 | -0.0323 | 0.9 | 12.7 | -0.972 | -1.5
O=C(CCCC(=O)N1CCN(c2ccccc2F)CC1)N1CCN(c2ccccc2F)CC1 | 5.3 | -4.9 | -1.38 | 12.4 | 0.502 | 0.9 | 2.1 | -0.377 | -1.3
CSc1nc2c(c(=O)n1-c1ccccc1)SCC2 | nt | nt | 0.802 | -1.7 | 0.518 | nt | nt | 2.74* | nt
CC1(C)NC(=O)N(CCOc2ccc3c(c2)CCC3)C1=O | -3.7 | 1.7 | -0.654 | 1.8 | 0.0357 | 0.9 | nt | -1.53 | -0.1
CC(C(=O)Nc1sccc1C(N)=O)N1C(=O)C2CC=CCC2C1=O (configuration not stated) | -2.0 | 6.1 | 1.81 | 5.2 | 0.311 | 0.9 | -0.4 | -0.0106 | 0.7
COc1cc(NC(=O)c2cc(C)on2)cc(OC)c1OC | 6.9 | 4.5 | -0.222 | 7.6 | -0.271 | 1 | -1.9 | -1.08 | -0.7
Cc1onc(-c2ccccc2Cl)c1C(=O)Nc1ccc(-c2nnc3n2CCCCC3)cc1 | 8.5 | 0.4 | 0.36 | 8.2 | -2.29* | 1 | 8.8 | -0.358 | 0.1
O=C(c1ccc(Cl)s1)N1CCN(c2nc3ccccc3s2)CC1 | 14.2 | -5.8 | -1.2 | 13.5 | -0.0326 | 0.8 | 58.3 | -0.588 | -1.1
C=CCn1c(SCC(=O)N2CCOCC2)nc2sc3c(c2c1=O)CCCC3 | -1.4 | 7.3 | 0.658 | 17.4 | -1.7 | 1 | nt | 3.44* | -0.5
O=c1c2ccccc2nc(-c2ccco2)n1Cc1ccccc1 | nt | 2.5 | -0.202 | 6.2 | 0.361 | 1 | nt | 7.79* | nt
Cc1ccc2c(c1)c1c(n2CC(O)Cn2c(C)nc3ccccc32)C(=O)CCC1 (configuration not stated) | 5.4 | 5.5 | -1.11 | -0.2 | 0.372 | 0.9 | -27.9 | -0.233 | -2.2
O=C(Nn1cnnc1)C1Cc2ccccc2CN1S(=O)(=O)c1ccc(F)cc1 (configuration not stated) | 1.1 | 12.3 | 0.87 | -16.0 | -0.219 | 0.8 | -18.7 | -0.107 | -0.7
Cc1nnc2n(-c3ccccc3)c(=O)c3c4c(sc3n12)CCCC4 | nt | 10.2 | 1.95 | nt | -0.111 | 0.9 | -18.0 | 2.53 | -1.2
CCOC(=O)c1[nH]c2c(c1C)C(=O)CC(c1ccc(OC)c(OC)c1)C2 (configuration not stated) | nt | -0.6 | 0.919 | 20.0 | -0.342 | 0.9 | nt | -0.587 | nt
O=C1NC(c2ccncc2)Nc2sc3c(c21)CCCC3 (configuration not stated) | 5.3 | 5.7 | -0.0282 | 8.0 | -0.639 | 0.9 | -32.0 | 0.367 | 1.6
CC(=O)NCCC(Cc1ccccc1)c1ccco1 (configuration not stated) | nt | 3.0 | -0.124 | 13.5 | 0.0193 | 1 | nt | nt | nt
COC(=O)C1CCN(c2cc(=O)n(C3CCCCC3)c(=O)[nH]2)CC1 | 7.0 | 3.0 | -0.37 | 10.1 | 0.175 | 1 | 2.0 | 0.0581 | 0.1
CCC(C)(C)n1nnnc1C(c1cc2cc(OC)c(OC)cc2[nH]c1=O)N1CCc2ccccc21 (configuration not stated) | 2.3 | 15.0 | -0.188 | 10.9 | -2.34 | 0.9 | -31.1 | -0.0365 | 0.2

Ordered by value in M1 antagonist (rising): three of the compounds above
compound	M1 antagonist
CCC(C)(C)n1nnnc1C(c1cc2cc(OC)c(OC)cc2[nH]c1=O)N1CCc2ccccc21 (configuration not stated)	-2.34
O=C(Nn1cnnc1)C1Cc2ccccc2CN1S(=O)(=O)c1ccc(F)cc1 (configuration not stated)	-0.219
CCC(Sc1nncn1C)C(=O)Nc1ccccc1OC (configuration not stated)	-0.2

The list goes on.
SMILES | Jurkat viability | E coli RNAP | M1 agonist | HEK293 NFkB inh | M1 antagonist | TNAP act DEA | S1P1 ag-PAM | D1 mod | S1P3 ag
O=C(CS(=O)(=O)Cc1ccccc1)Nc1cccnc1 | -0.9 | 0.7 | -0.24 | 6.0 | 0.353 | 1 | nt | -0.0577 | -0.4
COc1ccc(Cl)cc1NC(=O)C1CCCN(c2cc(C)nc3ncnn23)C1 (configuration not stated) | -4.3 | 4.8 | -0.764 | 13.3 | -0.0243 | 0.9 | -17.5 | 1.73 | 0.0
CC(=O)Nc1nc2c(c3c1c(=O)oc1ccccc13)CCCC2 | -4.0 | 9.7 | 0.225 | 11.4 | -0.83 | 1 | -14.1 | 1.06 | -0.6
CCCCCn1c(SCc2cccc(C)c2)nc2c1c(=O)[nH]c(=O)n2C | -5.0 | 2.5 | -0.725 | 17.3 | 0.699 | 0.9 | -24.2 | 2.58 | 0.3
COc1ccc(CNC(=O)c2cccs2)cc1 | -0.3 | nt | 0.0175 | 10.6 | -0.267 | 0.9 | -22.9 | 0.89 | -0.8
CCn1c(SCC(=O)Nc2nc(C)c(C)s2)nnc1-c1cccnc1 | nt | 4.2 | 0.13 | 3.1 | -0.366 | 0.9 | nt | nt | nt
COc1ccccc1CNC(=O)CCC(=O)Nc1nnc(C)s1 | 1.6 | nt | 0.117 | 10.8 | -0.468 | 0.9 | -4.8 | -0.998 | -1.0
Cc1csc(N(C)C(=O)CSc2nnc(COc3cccc4ccccc34)o2)n1 | 2.9 | 6.0 | nt | 23.8 | nt | 0.9 | 30.4 | nt | -0.6
O=C(CSc1nnc(-c2ccc(Cl)cc2)o1)N1CCN(c2ccccc2)CC1 | -1.3 | 9.8 | 0.233 | 7.2 | -1.11 | 0.9 | 5.8 | -0.0823 | 1.8
O=C(CSc1nnc(-c2c[nH]c3ccccc23)o1)N(Cc1ccccc1)c1ccc(F)cc1 | -7.6 | -9.1 | -1.47 | 13.1 | 0.0194 | 0.9 | 106.8* | -1.02 | 5.4
O=C(NCc1ccc2c(c1)OCO2)c1ccc(CS(=O)(=O)c2cccc(C(F)(F)F)c2)o1 | 2.1 | 9.5 | 0.391 | 15.3 | 0.435 | 0.8 | 1.5 | 0.168 | 0.6
CCOC(=O)N1CCN(C(=O)c2ccc(Cn3c(=S)[nH]c4cc5c(cc4c3=O)OCO5)cc2)CC1 | nt | 6.1 | 1.42 | 14.6 | -0.14 | 0.9 | nt | -4.14* | nt
CCOC(=O)N1CCN(C(=O)c2oc(=O)c3ccccc3c2-c2ccc(C)cc2)CC1 | -2.2 | 6.6 | 0.9 | 2.5 | 0.276 | 1 | -8.7 | 0.673 | 0.3
CC1=C(C(=O)Nc2ccccc2)C(c2ccco2)C(C#N)=C(SCC(=O)OC(C)C)N1 (configuration not stated) | -0.1 | nt | 1.4 | 8.6 | -0.761 | 0.9 | 19.9 | -1.85 | -1.3
O=C(c1ccco1)N1CCN(C(=O)C2CCN(S(=O)(=O)Cc3ccccc3)CC2)CC1 | -10.3 | 6.9 | -0.0253 | 7.6 | -0.903 | 0.9 | -8.7 | 0.537 | 0.9
COc1nc(OC)nc(N2CCC(C(=O)Nc3cccc4c3CCCC4)CC2)n1 | -6.5 | 8.2 | 0.874 | 3.2 | -0.147 | 0.9 | -1.5 | 0.0519 | 0.2
COc1ccc(OC)c(C2=Nn3c(nnc3-c3cccc(OC(C)C)c3)SC2)c1 | -3.3 | 7.1 | -0.352 | 16.6 | 0.0611 | 0.9 | -8.2 | 3.47 | -0.2
CCOc1ccc(-n2nnc3c(=O)n(CC(=O)N4CCCc5ccccc54)cnc32)cc1 | -0.9 | 12.1 | 0.722 | 2.6 | -0.38 | 1 | 0.9 | 0.0512 | -0.8
O=C(CCC1CCCC1)N1CCN(C(=O)c2ccco2)CC1 | 0.3 | 5.0 | 0.143 | 7.1 | -2.99* | 1 | nt | -0.283 | -1.1
CCCCCCOC(=O)C(C#N)c1nc2ccccc2nc1N1CCOCC1 (configuration not stated) | 3.5 | 4.1 | 0.184 | 12.9 | -0.000745 | 0.8 | 19.4 | 0.24 | -0.2
COc1cccc(Nc2nc(N)nc(C(F)(F)F)n2)c1 | 1.9 | 8.0 | -0.0152 | 16.7 | 0.00898 | 0.9 | -8.3 | 11.2* | 0.3
COc1ccc(NC(=O)CSc2nnc(C(C)C)n2N)cc1 | -2.7 | 12.3 | 0.171 | 11.3 | 0.303 | 0.9 | -0.4 | nt | 0.3
CNc1nc(OC)nc(N2CCOCC2)n1 | -1.1 | 4.7 | -0.0501 | 13.4 | 0.24 | 1 | -7.5 | 6* | -0.8
COCCn1c(=S)[nH]c2cc(C(=O)N3CCc4ccccc43)ccc2c1=O | nt | -1.7 | -1.57 | 13.6 | -0.816 | 1.1 | nt | -2.65 | nt
O=C(NCC1CCCO1)c1cccc(-n2cnnn2)c1 (configuration not stated) | -1.1 | -9.6 | 0.564 | 9.7 | -0.272 | 1 | -6.6 | -0.00273 | 0.8
COc1ccc(C(CNC(=O)c2cccc(N(C)C)c2)N2CCCC2)cc1 (configuration not stated) | 2.2 | 6.3 | 0.269 | 10.4 | -0.8 | 0.9 | 8.1 | 0.185 | 0.2
CC1CCCCN1C(=O)CSc1nc2cc3c(cc2c(=O)n1Cc1ccc2c(c1)OCO2)OCO3 (configuration not stated) | nt | 4.1 | -0.0659 | 12.3 | -0.631 | 0.9 | nt | -2.03 | nt
O=C(O)CCn1c(C2CCCCC2)nc2ccccc21 | 3.6 | 8.3 | -0.247 | 21.3 | 0.0542 | 1 | -7.3 | 0.356 | -0.8
O=C(CN1CCCC1=O)NC1(C(F)(F)F)NC(=O)N(Cc2ccccc2)C1=O (configuration not stated) | 5.6 | -1.4 | 0.821 | -7.0 | 0.874 | 0.9 | nt | 0.226 | 0.2
Cc1ccccc1N(CC(=O)NCc1ccncc1)S(C)(=O)=O | 0.1 | 7.0 | 0.615 | 4.5 | 1.49 | 0.9 | -8.3 | -0.297 | -0.6
O=c1c2c3c(sc2nc2n1CCCC2)CCC3 | nt | 1.9 | 0.154 | nt | 0.518 | 0.9 | nt | 2.1 | nt
COc1cc(NS(=O)(=O)c2ccc(OC)c(C)c2C)c(OC)cc1Cl | 78.9* | 7.8 | 0.0502 | 27.1 | -0.241 | 0.9 | nt | -1.56 | -0.3
